High-throughput results from PubChem.
IP6K1 inh: IP6K1 kinase inhibition; AID 1645851; Q92551; activity change, % (series mostly up to about 58 µM); hit rate 0.81% among 140,000; IP6K1 kinase, ADP-Glo luminescence, 2 h; stronger effect = lower value; in the data active = activity change below about -25%
Target sequence (Q92551 whole entry, looked up): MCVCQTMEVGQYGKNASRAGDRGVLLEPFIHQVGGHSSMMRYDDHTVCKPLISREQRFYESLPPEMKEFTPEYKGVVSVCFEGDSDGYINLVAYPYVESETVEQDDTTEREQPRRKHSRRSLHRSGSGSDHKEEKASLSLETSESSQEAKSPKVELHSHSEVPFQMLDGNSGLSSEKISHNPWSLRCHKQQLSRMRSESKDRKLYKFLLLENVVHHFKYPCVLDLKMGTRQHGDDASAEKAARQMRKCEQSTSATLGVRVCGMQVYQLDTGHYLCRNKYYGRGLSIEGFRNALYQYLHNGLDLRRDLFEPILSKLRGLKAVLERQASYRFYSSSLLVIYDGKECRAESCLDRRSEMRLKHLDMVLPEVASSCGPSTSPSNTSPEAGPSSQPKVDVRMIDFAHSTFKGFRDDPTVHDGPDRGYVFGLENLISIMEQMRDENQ
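ADP-Glo luminescence measures ADP made by human IP6K1 during a 2 h RT reaction with ATP/IP6 (mix at 1.3 mM/130 uM); top library doses 57.5 and 19.1 uM final.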
FLuc inh: Photinus pyralis luciferase inhibition; purified P. pyralis luciferase, luminescence, biochemical; Potency, µM (titrated, usually from 115 µM), without a hit: at the highest dose activity change, negative = inhibition, actives largely listed as inhibitors; hit rate 2.5% among 76,000; AID 1347043; also: potency is read from the fitted curve at half-maximal effect; nearly all actives have a fitted effect of over 65% in size
Target sequence (P08659 whole entry, looked up): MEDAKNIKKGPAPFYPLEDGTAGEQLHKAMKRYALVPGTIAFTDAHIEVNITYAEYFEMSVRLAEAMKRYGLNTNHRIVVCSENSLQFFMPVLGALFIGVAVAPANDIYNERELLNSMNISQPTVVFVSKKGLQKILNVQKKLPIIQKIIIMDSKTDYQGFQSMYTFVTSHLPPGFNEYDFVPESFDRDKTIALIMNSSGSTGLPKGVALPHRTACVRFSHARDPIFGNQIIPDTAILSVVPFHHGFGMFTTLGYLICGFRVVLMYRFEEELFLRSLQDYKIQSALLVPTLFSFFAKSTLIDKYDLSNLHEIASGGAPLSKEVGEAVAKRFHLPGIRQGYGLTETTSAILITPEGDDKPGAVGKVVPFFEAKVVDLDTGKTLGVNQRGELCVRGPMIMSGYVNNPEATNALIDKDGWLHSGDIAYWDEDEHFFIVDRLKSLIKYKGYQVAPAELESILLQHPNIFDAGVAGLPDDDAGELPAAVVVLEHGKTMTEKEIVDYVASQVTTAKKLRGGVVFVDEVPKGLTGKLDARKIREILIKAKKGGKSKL
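Luminescence read by CCD imaging after purified firefly luciferase (10nM final) was added to substrate buffer holding 10uM D-luciferin and 10uM ATP, pH 7.5, pre-dosed with compound.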
GPT2 inhibitor: blocks human glutamate pyruvate transaminase 2 | Potency, µM (top dose mostly 57.7 µM), inactives show at the top dose activity change, negative = inhibition, most hits filed as inhibitors | hit rate 0.25% among 100,000 | Recombinant GPT2, coupled pyruvate oxidase/HRP Amplex Red fluorescence; also: potency is read from the fitted curve at half-maximal effect; nearly all actives have a fitted effect of over 60% in size; many of its hits are not listed in these tables
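GPT2 10ng/uL, a-KG 250uM, L-Ala 2mM, HEPES pH7.5 + 0.0001% Tween; 30 min RT. Then Amplex mix (PO/HRP/ThPP), 30 min RT dark, fluorescence. AOA 50uM used as positive control.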
SNCA expr inhib: inhibitors of alpha-synuclein (SNCA) gene expression; hit rate 0.17% among 140,000; HEK-293 SNCA-luciferase knock-in, luminescence, 24 h; Potency, µM (highest dose often 57.2 µM), for the others: at the highest dose activity change, negative = inhibition, hits mostly inhibitors; AID 1671194;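 also: potency is read from the fitted curve at half-maximal effect; plate controls were DMSO cells for no effect and cell-free wells for full effect; nearly all actives have a fitted effect of over 45% in size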
NIH3T3 tox: NIH 3T3 cell cytotoxicity. NIH 3T3 viability, CellTiter-Glo ATP luminescence, 48-72 h. Potency, µM (series often up to 96.7 µM), for inactives: at the highest dose activity change, negative = cytotoxicity, actives largely listed as inhibitors. hit rate 4.3% among 94,000. AID 1345082; also: potency is read from the fitted curve at half-maximal effect; nearly all actives have a fitted effect of over 55% in size
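Viability of NIH 3T3 cells after 48 or 72 hr compound treatment at 37 °C was assessed by CellTiter-Glo, with luminescence imaged following a 10 min room-temperature step.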
SNCA viab count: counter-screen for SNCA expression inhibitors: cell viability. HEK-293-SNCA-luc viability, GF-AFC fluorescence, 24 h. Potency, µM (highest dose often 57.1 µM), for the others: at the highest dose activity change, negative = cytotoxicity, usual class: cytotoxic. hit rate 0.12% among 150,000. AID 1671193;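 also: potency is read from the fitted curve at half-maximal effect; 0% = DMSO-treated cells and -100% = medium-only wells without cells; nearly all actives have a fitted effect of over 30% in size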
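HEK-293-SNCA-luc cells (1500/well) plated 24 h, then exposed 24 h to a dilution series; GF-AFC added 30 min at 37C, fluorescence 405/540 nm; normalised to medium-only and DMSO wells, Hill fit.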
HEK cytotox: HEK 293 cell cytotoxicity. AID 1345083. hit rate 6.6% among 94,000. Potency, µM (highest dose often 115 µM), for inactives: at the top dose activity change, negative = cytotoxicity, most hits filed as inhibitors. HEK 293 viability, ATP luminescence (CellTiter-Glo), 48-72 h; also: potency is read from the fitted curve at half-maximal effect; nearly all actives have a fitted effect of over 60% in size
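HEK 293 cells seeded at 250 cells/well were exposed to compound for 48 or 72 hr at 37 degree Celsius. Viability taken as ATP content by CellTiter-Glo luminescence.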
Active calls of the source: *; i = inactive; ? = inconclusive; · = no result given; & = joins results of further samples; [ ] = remark or other dose. Unless noted, calls follow the shape of the dose curve; as a rule, active = well fitted curve in the direction sought with a large enough effect; inconclusive = small, poorly fitted or top-dose-only effect, or another doubt; inactive = no such curve, though single readings can be large; an effect the other way counts as inactive or inconclusive. Unless noted, % is scaled to controls: 0 for no effect and ±100 for the full control effect.

No. | SMILES | HEK cytotox | SNCA expr inhib | SNCA viab count | IP6K1 inh | FLuc inh | GPT2 inhibitor | NIH3T3 tox
1 | CCc1ccc(CN2CCC3(Cc4ccccc4CNC3=O)C2)s1 (stereo not drawn) | ? | -11.4% | -2.1% | -8.2 | · | -15.5% | -21.5%
2 | CC(=O)Nc1ccc(NC(=O)CSc2nccn2C)cc1 | · | 34.0%[activator] | 0.8% | -2.0 | · | · | ·
3 | CC(C)c1ccc(CC(=O)N2CCCc3ncc(C(=O)NCc4cccnc4)cc32)cc1 | ? | -18.3%[87.6 µM] | -3.3%[87.6 µM] | 3.0 | -13.2%[172 µM] | i | -26.1%[138 µM]
4 | CC(C)(C)c1ccc(-n2ncc3c2CCCC3NC(=O)c2c[nH]c(=O)[nH]c2=O)cc1 (stereo not drawn) | 31.6µM* | 3.0% | -16.7% | 9.6 | ? | 4.5%[11.5 µM] | ?
5 | CNC(=O)c1cccc(-c2cnc3[nH]cc(CC(=O)Nc4cccc(F)c4)c3c2)c1 | ? | -22.3%[87.6 µM] | -20.1%[87.6 µM] | -7.7 | 0.8%[172 µM] | 4.1%[88.5 µM] | ?
6 | O=C(NCC1(COc2ccccc2)C[C@@H](O)[C@@H](O)C1)C1CCCC1 (stereo partly drawn) | -29.1%[172 µM] | 15.6%[87.6 µM] | 5.9%[87.6 µM] | -13.9 | -13.9%[172 µM] | 1.7%[88.5 µM] | -22.9%[174 µM]
7 | COc1ccc(N2CCN(C(CNC(=O)C(=O)NCCc3ccccc3)c3cccnc3)CC2)cc1 (stereo not drawn) | · | -0.8% | -5.1% | 7.3 | · | · | ·
8 | Nc1nc2c(c(N3CC[C@@H](O)C3)n1)CCN(C(=O)[C@H]1CCCO1)CC2 | 2.1% | ? | 0.6% | -1.3 | -13.6% | 2.1% | 3.0%
9 | CC(C)S(=O)(=O)c1ccc2nccc(Nc3ccc4scnc4c3)c2c1 | · | · | -10.2% | -19.9 | · | 1.1% | ·
10 | CC(C)CCC(=O)N1CCCC1C(=O)Nc1ccccc1Oc1cccnc1 (stereo not drawn) | ? | 13.8% | -13.9% | 21.0 | -12.9% | i | -13.4%
11 | O=C1CCC2(C(=O)NCCc3ccccc3)CCCC=C2N1c1ccccc1 (stereo not drawn) | ? | 28.6% | -9.3% | 8.2 | 3.16µM* | i | -13.7%
12 | CC1=C(/C=C/C(C)=C/C=C/C(C)=C\C(=O)O)C(C)(C)CCC1 | · | 30.8% | 3.8% | · | · | -0.7% | ·
13 | COc1ccc2c(c1)CN(C(C)=O)CC[C@H]1COC(=O)N21 | -5.4%[230 µM] | 4.0%[87.6 µM] | 4.8%[87.6 µM] | -2.8 | -15.5%[230 µM] | i | -18.9%[174 µM]
14 | Cc1cccc(NC(=O)Cn2c(-c3cnccn3)nc(C)c(C)c2=O)c1 | -1.0% | ? | -11.2% | 6.4 | -6.5% | 1.4% | -8.2%
15 | CNC(=O)C1C(=O)NCC12CCN(C(=O)c1ccc(C(C)(C)C)cc1)CC2 (stereo not drawn) | -5.0% | · | · | 1.5 | · | · | ?
16 | COCCCNC(=O)C1(CCO)CC12CCOCC2 (stereo not drawn) | -9.1% | -6.9% | 1.2% | 5.1 | -0.5% | 4.7% | -2.2%

Entries of single compounds, looked up by structure. Order of values: HEK cytotox | SNCA expr inhib | SNCA viab count | IP6K1 inh | FLuc inh | GPT2 inhibitor | NIH3T3 tox
Profile of O=C1CCC2(C(=O)NCCc3ccccc3)CCCC=C2N1c1ccccc1 (stereo not drawn) → ? | 28.6% | -9.3% | 8.2 | 3.16µM* | i | -13.7%
Profile of COCCCNC(=O)C1(CCO)CC12CCOCC2 (stereo not drawn) → -9.1% | -6.9% | 1.2% | 5.1 | -0.5% | 4.7% | -2.2%
Profile of Cc1cccc(NC(=O)Cn2c(-c3cnccn3)nc(C)c(C)c2=O)c1 → -1.0% | ? | -11.2% | 6.4 | -6.5% | 1.4% | -8.2%
Profile of CC1=C(/C=C/C(C)=C/C=C/C(C)=C\C(=O)O)C(C)(C)CCC1 → · | 30.8% | 3.8% | · | · | -0.7% | ·
Profile of COc1ccc2c(c1)CN(C(C)=O)CC[C@H]1COC(=O)N21 → -5.4%[230 µM] | 4.0%[87.6 µM] | 4.8%[87.6 µM] | -2.8 | -15.5%[230 µM] | i | -18.9%[174 µM]

Additional entries follow:
No. | SMILES | HEK cytotox | SNCA expr inhib | SNCA viab count | IP6K1 inh | FLuc inh | GPT2 inhibitor | NIH3T3 tox
17 | O=C(C1CCN(c2nc(-c3ccccc3)nc3c2CCC3)CC1)N1C[C@H]2CC[C@H]1C2 | -3.7% | 2.0% | -6.6% | 0.1 | -4.3% | -3.0% | -4.3%
18 | O=C(NC1CCCCC1)C1CN(S(=O)(=O)c2cccc(Cl)c2)CC12CCOCC2 (stereo not drawn) | -15.6% | 24.6% | 3.1% | 10.7 | -4.5% | -5.6% | ?
19 | CC(=O)C1=C(c2ccc(Cl)cc2)N(C(C)=O)n2c(nnc2C2CCCCC2)S1 | · | 8.0% | 16.5% | -5.6 | · | · | ·
20 | COCc1cc(=O)n(CC(=O)Nc2cccc(C(C)=O)c2)c(N2CCOCC2)n1 | -0.4% | -21.2% | -3.5% | 36.5 | -8.7% | i | -8.5%
21 | O=C(Cc1ccc(Cl)cc1)NC1CCN(c2cc(C(F)(F)F)ncn2)CC1 | ? | -3.7% | -6.1% | -1.0 | 0.4% | i | -24.4%
22 | COc1ccc(C(=O)N2CCC[C@H]2c2nc(-c3ccc(C)cc3)no2)cc1F | ? | 46.8%[activator] | ? | -7.8 | -16.8% | -10.2% | -28.4%
23 | COc1ccccc1Nc1ncc2c(n1)CN(C(=O)c1ccnn1C)CCN2 | ? | ? | 8.7%[87.6 µM] | 3.8 | -0.6%[172 µM] | i | ?
24 | CN(C)c1ccc(CN2CCC3(C2)C(=O)N(C)c2ccccc23)cc1 (stereo not drawn) | 79.4µM* | 16.4%[87.6 µM] | 2.4%[87.6 µM] | -4.0 | 8.2%[172 µM] | 0.5%[88.5 µM] | ?
25 | CS(=O)(=O)N1CCC(OC2CCN(C(=O)NC3CCCCC3)CC2)CC1 | -6.4% | 34.0%[activator] | 7.1% | -5.2 | -9.0% | i | -18.3%
26 | Cc1cc(C)c(/C=C/c2onc(C)c2S(=O)(=O)N2CCC(C(=O)N3CCN(c4ccc(Cl)cc4)CC3)CC2)c(C)c1 | · | -13.9% | 0.3% | 13.3 | · | · | ·
27 | CCOCC(=O)N1CCC(Cc2ccc(C(=O)N(C)C)cc2)CC1 | -19.4% | 0.3% | 8.2% | -11.2 | -9.9% | -26.4% | -18.2%
28 | COc1ccc([C@H]2CN(C(=O)c3ccccc3-c3nn[nH]n3)C[C@@H]2N)cc1 | -0.8% | 14.4% | -5.9% | 0.0 | 0.2% | 3.0% | -9.3%
29 | C[C@H](CN1CCCC1)C(=O)c1ccc(C(F)(F)F)cc1 | · | -0.6%[25.6 µM] | 1.8% | 18.9 | · | -6.9% | ·
30 | O=C(c1ccccc1)N1CCC2(CC1)C(=NC1CCCCC1)NC(=O)N2c1cccnc1 | 3.1%&-10.7% | -19.0%&-7.9% | -1.8%&10.6% | 0.0&-0.2 | 2.2% | 0.5% | ?
31 | Cc1ccc(C)c(NC(=O)N2CCN(C)c3ncccc32)c1 | · | -3.5% | -5.1% | -5.4 | · | · | ·
32 | Cc1noc(-c2nc(-c3ccc(Cl)c(F)c3)no2)n1 | ? | 1.3% | 3.2% | 1.2 | -3.7% | 2.0% | i
33 | Cc1csc2nc(COC(=O)c3ccc(NC(=O)c4ccccc4Br)cc3)cc(=O)n12 | · | 7.1% | 9.6% | 5.3 | · | · | ·
34 | COc1ccc(-c2cc(N3CCC(NC(=O)c4ccc(Cl)cc4OC)CC3)n[nH]2)cc1 | ? | ? | -16.2% | 26.0 | 1.2% | -13.4% | ?
35 | C[C@H]1CO[C@@H]2Cn3cc(C(=O)NCc4ccc(F)cc4F)c(=O)c(O)c3C(=O)N12 | · | · | -2.9% | -11.5 | · | -7.5% | ·
36 | CC(=O)N1CCC(N2C[C@@H]3OCC(=O)N(CC4CC4)[C@@H]3C2)CC1 | -14.0%[172 µM] | 8.8%[87.6 µM] | -2.9%[87.6 µM] | -6.4 | 9.3%[172 µM] | -3.9%[88.5 µM] | -24.4%[138 µM]
37 | CC[C@H]1CN(S(=O)(=O)c2ccc(OC)cc2)CC[C@H]1CC(=O)NCCSC | ? | -17.8%[87.6 µM] | -11.5%[87.6 µM] | 1.1 | -3.1%[172 µM] | 0.9%[88.5 µM] | -27.7%[174 µM]
38 | O=C1CCCN1CCCN1C(=O)[C@@H]2C[C@@H](O)CN2C2(CN(Cc3cccs3)C2)C1=O | i | -15.9%[87.6 µM] | 4.3%[87.6 µM] | -7.3 | -3.0%[172 µM] | 2.2%[88.5 µM] | 3.0%[174 µM]
39 | O=C(Nc1ccccc1F)NC1CCN(CCn2nc3n(c2=O)CCCC3)C1 (stereo not drawn) | -6.3% | · | · | 1.1 | · | · | -2.5%
40 | Cc1cc(CNC(=O)c2cc(C(C)C)nn2C)c2[nH]c(C)c(C)c2c1 | 39.8µM* | -16.2% | -14.9% | 11.3 | 5.8% | i | ?
41 | CCNC(=O)N1CCOc2ccc(CCC(=O)NCc3nc4ccccc4n3C)cc2C1 | -5.0% | ? | 3.1%[12.5 µM] | 5.9 | 7.5% | i | -6.2%
42 | O=C(c1ccc(Cl)nc1)N1CCn2c(nn(-c3ccc(C(F)(F)F)cc3)c2=O)C1 | ? | -16.5% | 1.9% | -3.1 | -4.2% | i | -21.2%
43 | COCCOC1CCN(C(=O)CCc2ccccc2)CC1 | -0.9% | 7.0% | -5.7%[12.5 µM] | 11.8 | 6.0% | i | i
44 | Cn1cccc1C(=O)N1CCC(Oc2ccccc2-c2nc(C3CCOCC3)no2)C1 (stereo not drawn) | ? | -9.9% | -5.5% | -13.7 | 0.0% | i | -29.9%
45 | CN(C)c1cc(N2CCCC(NC(=O)c3cccnc3)C2)ncn1 (stereo not drawn) | 7.4% | 6.5% | 8.5% | 0.0 | -2.7% | 4.0% | i
46 | Cc1nnc(-c2cc(N3CCN(c4ccccn4)CC3)ccn2)n1-c1ccccc1 | ? | -22.0%[87.6 µM] | 5.2%[87.6 µM] | -7.8 | 6.8%[172 µM] | -6.4%[88.5 µM] | ?
47 | CCN1C(=O)C2(CCN(S(=O)(=O)Cc3ccc(Cl)cc3)CC2)c2ccccc21 | 35.5µM* | 40.5%[activator] | 3.1% | 8.6 | -11.7% | i | 25.1µM*
48 | Cc1ccc(-c2nc(S(=O)(=O)c3ccc(Cl)cc3)c(N3CCCCC3)o2)cc1 | · | 0.9% | 21.0% | -34.2* | · | · | ·

An excerpt (hit frequency here may not be typical).
